Screening data: PubChem BioAssay, several laboratories
Peg3 promoter – reduces Peg3 promoter-driven luciferase expression in HeLa; 360,000 tested, 1.7% active; AID 588405; inhibition, % at 20 µM; HeLa PEG-Prom luciferase reporter, luminescence, overnight;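 active = inhibition of at least 50% at 20 µM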
TRPM1 prom inh – MITF TRPM1 promoter inhibition in SK-MEL-5 cells; SK-MEL-5 TRPM1 promoter luciferase, 24 h; inhibition, % at 12.5 µM; 330,000 tested, 0.83% active;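 active = mean inhibition across replicates of 60% or more, whatever share of single replicates reaches that level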; note: values of inactives mirror those of a sister screen read the other way
Shn3 inh set2 – inhibitors of Schnurri-3 3'UTR reporter in osteoblasts. AID 588674. inhibition, % at 12.5 µM. 360,000 tested, 0.52% active. Clone20 osteoblast Shn3 3'UTR firefly luciferase, 24 h;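 active = mean inhibition of at least 75% with every replicate also reaching 75%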;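 note: 0% = median of neutral control wells and 100% = pilot-screen positive control compound; some compounds past the cut are filed as inactive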
PDI inh – blocks human protein disulfide isomerase activity. P07237. PDI insulin aggregation turbidity, A650, 90 min. inhibition, % at 10 µM. 350,000 tested, 0.052% active. AID 588391;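 active = mean inhibition across replicates of 30% or more, whatever share of single replicates reach that level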;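 note: absorbance from insulin aggregation driven by PDI reduction with DTT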
Target sequence (P07237 whole entry, looked up): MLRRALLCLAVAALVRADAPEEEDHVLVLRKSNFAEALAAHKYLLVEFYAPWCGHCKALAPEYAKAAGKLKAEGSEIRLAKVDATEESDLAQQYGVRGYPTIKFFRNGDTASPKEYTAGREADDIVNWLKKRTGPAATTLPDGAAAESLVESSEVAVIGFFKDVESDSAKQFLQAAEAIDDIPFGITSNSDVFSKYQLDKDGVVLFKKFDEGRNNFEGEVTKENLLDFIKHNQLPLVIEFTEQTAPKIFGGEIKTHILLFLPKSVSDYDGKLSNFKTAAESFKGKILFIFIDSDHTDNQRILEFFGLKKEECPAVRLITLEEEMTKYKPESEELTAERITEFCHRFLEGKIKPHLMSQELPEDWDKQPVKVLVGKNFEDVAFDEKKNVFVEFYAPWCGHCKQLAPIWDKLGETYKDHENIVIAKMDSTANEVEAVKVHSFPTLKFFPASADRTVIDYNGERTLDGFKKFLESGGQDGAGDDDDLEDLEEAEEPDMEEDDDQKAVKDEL
NR2E3 ag-1 – human photoreceptor-specific nuclear receptor agonism; CHO-S Gal4-NCOR/VP16-NR2E3 two-hybrid, luciferase; inhibition of corepressor binding, % at 3.98 µM; 360,000 tested, 0.35% active; AID 602229;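 active = inhibition above the mean of all tested compounds plus 3 SD, cut at about 70% in these data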;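 note: 0% = DMSO with NR2E3 transfected cells and 100% = cells lacking NR2E3 construct; higher means lower luciferase signal from less NR2E3 corepressor binding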
Target sequence (Q9Y5X4 whole entry, looked up, the tested form may be a part): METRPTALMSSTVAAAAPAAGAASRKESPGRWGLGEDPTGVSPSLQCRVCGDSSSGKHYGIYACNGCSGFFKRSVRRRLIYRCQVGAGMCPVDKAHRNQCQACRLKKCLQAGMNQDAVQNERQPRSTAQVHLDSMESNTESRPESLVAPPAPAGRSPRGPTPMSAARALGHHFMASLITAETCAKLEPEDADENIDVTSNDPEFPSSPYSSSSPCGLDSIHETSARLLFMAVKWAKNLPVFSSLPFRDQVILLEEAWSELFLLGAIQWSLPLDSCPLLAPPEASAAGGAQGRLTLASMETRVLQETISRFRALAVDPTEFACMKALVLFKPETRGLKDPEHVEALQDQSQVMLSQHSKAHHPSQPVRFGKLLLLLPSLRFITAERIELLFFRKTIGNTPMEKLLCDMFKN
NR2E3 ag-2 – agonists of human nuclear receptor NR2E3; Q9Y5X4; GST-NR2E3/biotin-RetCOR TR-FRET, 1536-well; inhibition of corepressor binding, % at 4.78 µM; 320,000 tested, 0.12% active; AID 2300;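 active = percent inhibition above the cutoff of mean plus 3 SD of all tested compounds, set per screening campaign, cut at about 20% in these data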;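 note: 0% = DMSO wells and 100% = biotin wells as full block of FRET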
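Material: NR2E3–RetCOR corepressor complex / Amount: 1.35 nM GST-NR2E3 / Medium: Tris pH 7.5 / Compound: single nominal compound dose of 4.8 µM / Incubation: 5 h at 4 °C / Technique: TR-FRET, Eu(K)-anti-GST donor, streptavidin-D2 acceptor, ex 340, em 617/671 nm / Read-out basis: percent loss of FRET ratio relative to control wells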
HIF-2a block – inhibitors of HIF-2a | 360,000 tested, 0.72% active | 786-0 RCC cells HIF-2a reporter, luciferase luminescence, overnight | inhibition, % at 18.8 µM;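 active = inhibition of the luminescence signal of 40% or more relative to plate controls, in a single-dose primary screen at 18.75 µM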
CaV13 FRET inh – Primary screen for inhibitors of IQ motif and Ca2+-dependent inactivation inhibitor domain binding in CACNA1D, Förster resonance energy transfer in living cells, …; HEK cells, CFP/YFP FRET ICDI-IQ, plate reader, 10 min; percent FRET-ratio fall versus neutral wells; inhibition, % at 12.3 µM; 340,000 tested, 0.098% active; AID 743397;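 active = mean replicate inhibition of at least 30% and at least 1% of replicates passing that level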;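 note: 0% = median of the neutral control wells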
iPSC survival up – increases survival of single human iPS cells; 360,000 tested, 0.044% active; survival enhancement, % at 20 µM; hiPSC single-cell survival, ATPlite luminescence; 100% = ROCK inhibitor wells, 0% = DMSO; in the data active = survival enhancement above about 18%;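 note: cells exposed to compounds for 16 hours before the ATP read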
m5-HT2A agonist – mouse HTR2A agonism via beta-arrestin recruitment. P35363. CHO-K1 mHTR2A beta-arrestin complementation, luminescence; percent of 30 µM serotonin response. activation, % at 7.6 µM. 360,000 tested, 0.66% active;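 active = activation above a run cutoff, the mean activation of all tested compounds plus 3 SD, cut at about 14% in these data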;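 note: 0% = plate median of compound wells and 100% = 30 µM serotonin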
Cardio protect – modulators protecting cardiomyocytes from myocardial damage; H9c2 cardiomyocytes, H2O2 injury protection, ATPLite, 2 h; protection from H2O2 cell death, % at 20 µM; 360,000 tested, 0.63% active;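 active = compounds giving at least 50% protection of heart cells from peroxide-induced death in the single-dose screen, raw or plate-pattern-corrected value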;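 note: 0% = DMSO wells with peroxide and 100% = DMSO wells without peroxide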
The depositor's hits bear a star; nt = not tested or not shown.

SMILES	Peg3 promoter	TRPM1 prom inh	Shn3 inh set2	PDI inh	NR2E3 ag-1	NR2E3 ag-2	HIF-2a block	CaV13 FRET inh	iPSC survival up	m5-HT2A agonist	Cardio protect
Cc1cccc(-n2ncc3c(NCc4cccs4)ncnc32)c1	-269	-76	-22	2	-101	2	-370	nt	-1.1	-3	-4
CC1CC(C)CN(C(=O)CSc2ccsc2[N+](=O)[O-])C1 (stereo unspecified)	-3	-8	-8	-12	-4	-2	-18	-5	-1.7	0	-4
CNC(=S)NCc1ccc2[nH]c3c(c2c1)CCCC3	1	-4	6	5	2	1	4	-4	0.9	-7	0
Cc1ccc(/C=N/NC(=O)CNC(=O)c2cccs2)o1	-7	-2	3	1	-19	-7	-14	-19	2.4	-1	4
COc1ccccc1CNC(=O)CN1C(=O)NC2(CCCCCCC2)C1=O	11	-6	4	6	-32	nt	15	-5	5.9	-1	-2
COc1ccc(C)cc1-n1nnnc1SCC(=O)NNC(=O)c1ccc([N+](=O)[O-])cc1	0	4	-8	-3	-10	-4	-7	-3	1.9	-4	3
CC(C(=O)O)N1C(=O)C2C3CC(C2C1=O)C1C(c2ccccc2)c2sc(=O)[nH]c2SC31 (stereo unspecified)	-1	1	-5	-5	10	-1	10	-16	-1.2	3	4
O=[N+]([O-])c1ccc(S(=O)(=O)N2CCC3(CC2)OCCN3S(=O)(=O)c2cccs2)cc1	9	14	19	4	-9	0	10	-7	-0.3	-3	-11
COc1cc(/C=C/C(=O)O)cc(S(=O)(=O)Nc2ccc3nc(SC)sc3c2)c1OC	-7	-7	2	20	-7	3	0	-2	2.0	3	0
CC12CCC(C(=O)N(CCCCN3CCN(c4ccccn4)CC3)C1=O)C2(C)C (stereo unspecified)	13	6	11	4	-14	1	10	-5	-0.5	28*	-9
COc1ccc(CNC(=O)c2ccc(-c3ccccc3)cc2)cc1	-216	-53	-17	-6	-83	0	-185	-5	-3.5	-3	-3
C[C@@H]1CCCCO[C@@H](CN(C)Cc2ccc(Cl)c(Cl)c2)[C@@H](C)CN([C@H](C)CO)C(=O)c2cc(NC(=O)Nc3ccccc3)ccc2O1	12	nt	10	nt	18	nt	-11	-10	-1.6	1	2
C#CC(C)(C)NC(=O)c1ccc(-c2ccccc2F)cc1	-129	-61	-21	11	-22	4	-186	-5	0.7	-2	-1
COc1ccc2[nH]c3c(c2c1)CCNC3(C)CCc1ccc(Cl)nc1 (stereo unspecified)	27	-6	-29	-9	-8	0	-4	-5	-0.5	-3	3
O=C(NCCCNC(=O)c1ccc(Cl)cc1Cl)c1cnccn1	-7	-12	0	5	-13	1	7	-4	0.8	5	6
CC(=O)N1CCC(C(=O)Nc2ccc(S(=O)(=O)N3CCCCC3)cc2)CC1	11	-2	-22	-6	-24	1	18	nt	0.0	10	0
Cn1nnnc1P(=O)(c1ccccc1)c1ccccc1	12	0	-15	-2	0	3	-8	-10	-2.1	-2	4
Cc1cc(Nc2ccccc2)nc2cc(O)ccc12	-125	-15	-13	-4	-52	-5	-38	-4	0.2	-8	-6
O=C(NCc1ccccc1)[C@]1(C(F)(F)F)C[C@H](CCc2ccccc2)CCCO1	1	5	-1	-4	-17	1	15	-13	4.4	3	8
O=C(CNC(=O)c1ccco1)Nc1ccc2c(c1)OCCO2	3	19	-2	2	14	3	12	-15	-0.4	0	-4
COc1ccc(S(=O)(=O)Nc2ccc3c(c2)OCO3)cc1C	12	1	21	-6	-10	4	-12	-5	-1.2	-2	-5
COc1ccc(-c2n[nH]c(C)c2-c2ccc(OC)c(OC)c2)c(O)c1	42	25	-6	-6	-3	2	19	nt	-2.0	-2	5
CN(CCC#N)C(=O)CSc1nc2scc(-c3ccccc3)c2c(=O)[nH]1	4	-11	-13	18	3	-4	9	-7	-1.2	0	-4
CCN(CC)CCCNC(=S)N1CCN(c2nc(-c3ccc(F)cc3)cs2)CC1	71*	10	22	0	-10	-1	-5	-18	-0.3	-7	-18
Nc1ccccc1C(=O)Nc1cccc2ccccc12	-289	-38	-142	8	-125	nt	-281	-2	-0.1	-3	-5
Cc1cc(C)n2cc(CSCc3ccco3)nc2n1	4	-5	14	-1	-4	2	7	-7	5.0	5	6
CCCNC(=O)CCNC(=O)[C@H](O)C(C)(C)CO	6	0	2	4	-28	nt	11	-5	8.8	-1	-1
O=C(O)COc1ccccc1/C=N/NC(=O)CN1CCN(Cc2ccccc2Cl)CC1	15	6	0	4	-2	1	6	-16	0.4	-5	-5
Cc1cccc(NS(=O)(=O)c2ccc(-c3cnc(C4CC4)o3)cc2)c1C	32	41	29	0	83*	2	42*	-3	0.3	6	-8
COC(=O)Cn1ncn2c(cc3oc(C)cc32)c1=O	-231	-38	-37	7	-106	0	-111	-5	-2.1	0	-5

Ordered by heavy-atom count (lowest first): part of the list above.
SMILES	Peg3 promoter	TRPM1 prom inh	Shn3 inh set2	PDI inh	NR2E3 ag-1	NR2E3 ag-2	HIF-2a block	CaV13 FRET inh	iPSC survival up	m5-HT2A agonist	Cardio protect
CCCNC(=O)CCNC(=O)[C@H](O)C(C)(C)CO	6	0	2	4	-28	nt	11	-5	8.8	-1	-1
Cc1cc(C)n2cc(CSCc3ccco3)nc2n1	4	-5	14	-1	-4	2	7	-7	5.0	5	6
Nc1ccccc1C(=O)Nc1cccc2ccccc12	-289	-38	-142	8	-125	nt	-281	-2	-0.1	-3	-5
COc1ccc(S(=O)(=O)Nc2ccc3c(c2)OCO3)cc1C	12	1	21	-6	-10	4	-12	-5	-1.2	-2	-5
COc1ccc(-c2n[nH]c(C)c2-c2ccc(OC)c(OC)c2)c(O)c1	42	25	-6	-6	-3	2	19	nt	-2.0	-2	5
CN(CCC#N)C(=O)CSc1nc2scc(-c3ccccc3)c2c(=O)[nH]1	4	-11	-13	18	3	-4	9	-7	-1.2	0	-4
CC(=O)N1CCC(C(=O)Nc2ccc(S(=O)(=O)N3CCCCC3)cc2)CC1	11	-2	-22	-6	-24	1	18	nt	0.0	10	0
O=C(NCc1ccccc1)[C@]1(C(F)(F)F)C[C@H](CCc2ccccc2)CCCO1	1	5	-1	-4	-17	1	15	-13	4.4	3	8
O=C(O)COc1ccccc1/C=N/NC(=O)CN1CCN(Cc2ccccc2Cl)CC1	15	6	0	4	-2	1	6	-16	0.4	-5	-5

(more compounds)
SMILES	Peg3 promoter	TRPM1 prom inh	Shn3 inh set2	PDI inh	NR2E3 ag-1	NR2E3 ag-2	HIF-2a block	CaV13 FRET inh	iPSC survival up	m5-HT2A agonist	Cardio protect
Cc1cc(C)n(-c2ccc(NC(=O)C3CCCCN3C(=O)c3occc3C)cc2)n1 (stereo unspecified)	-21	-21	2	-4	12	4	-26	-5	-0.4	4	-7
COc1cccc(N2CCN(Cc3nc(N)nc(Nc4ccccc4)n3)CC2)c1	7	9	14	-2	-2	0	5	-6	-0.9	-7	21
CC(C)(C)c1csc(NC(=O)c2ccc(Br)o2)n1	-220	-64	-52	5	-85	2	-214	-10	-0.3	-2	-3
CCOc1ccc(OCc2ccc(C(=O)N3CCCC3)o2)cc1	-76	-5	-8	-2	-33	0	-96	-8	1.3	7	-3
CC1CCCCC1NC(=O)/C(C#N)=C/c1ccc(OCC(N)=O)cc1 (stereo unspecified)	-11	-3	27	1	-13	-2	11	-3	5.3	-1	3
COC(=O)c1ccc(/C=C/C(=O)OCC(=O)Nc2cc(C)on2)cc1	-10	5	-3	-11	-21	nt	9	-10	-3.3	-1	-3
Cc1nn(-c2ncc(C(F)(F)F)cc2Cl)c(=O)n1-c1c(F)cccc1F	2	-23	4	-13	-13	5	5	1	1.7	1	0
Cc1ccc(S(=O)(=O)c2nc(-c3ccccc3Br)oc2N(C)C)cc1	32	-14	6	4	-8	1	-6	nt	0.7	0	-4
O=C(NCCO)c1ccc2nc(-c3ccco3)c(-c3ccco3)nc2c1	9	-12	-15	5	5	10	17	-8	0.0	8	-5
CCNc1nc(NC(C)C)nc(OCCOC(=O)Nc2ccccc2)n1	-16	3	0	6	-19	3	-51	-6	-0.7	2	2
COc1ccc(-c2cccc(NS(=O)(=O)c3ccccc3[N+](=O)[O-])c2)nn1	1	6	20	-5	-21	-1	-3	-16	-0.4	8	1
COc1cc(/C=C2\NC(=S)NC2=O)ccc1OCc1cccc(C(=O)O)c1	-172	-30	-79	-2	-115	-2	-25	-2	-0.5	4	-4
CC(=O)Nc1cc(NC(C)=O)cc(C(=O)OCC(=O)c2ccc3c(c2)OCO3)c1	-3	-10	2	-2	6	3	-1	-4	1.3	0	6
CC(=O)NCCCC(=O)NC(CCC(=O)OCc1ccccc1)C(=O)OCc1ccccc1 (stereo unspecified)	11	-7	45	0	-3	2	11	0	-0.2	-3	12
CCC(=O)Nc1ccc2nc(SCC(=O)N3CCCC3)sc2c1	-19	-8	5	-7	-22	0	-67	-2	4.7	-2	6
COc1cc(C(=O)Oc2cccc(C)c2)cc(OC)c1OC	-2	2	1	-4	-19	-1	15	nt	2.9	3	-3
CCOc1ccccc1NC(=O)COC(=O)Cc1cccs1	1	5	-4	10	-13	2	19	-11	-0.3	2	3
Cc1ccc(C(CC(=O)NCCCN(C)C)c2ccc(OC(C)C)cc2)cc1 (stereo unspecified)	-29	2	6	1	-1	2	12	-5	-0.2	-8	8
CCNC(=S)N1CCN(c2ccccn2)CC1	-7	-13	-6	7	-14	-2	13	-9	1.8	-1	7
Cc1cc(NS(=O)(=O)c2ccc(NC(=O)NC3CCCCC3)cc2)no1	12	1	-6	-3	9	0	10	-6	-1.2	5	8
CC1CN(C(=O)COc2ccc3ccccc3c2Br)CC(C)O1 (stereo unspecified)	-31	5	2	0	14	7	-58	-5	0.2	6	-4

Hits appear at their usual frequency, and some 3.9% of all compounds hit somewhere here.
